High-throughput results deposited in PubChem BioAssay by several laboratories.
BH1578 lux ind – inducers of Vibrio cholerae quorum light production without autoinducers, primary screen, BH1578 luxS cqsA deficient, single point; activation, % at 18.7 µM; V. cholerae BH1578 lux reporter, luminescence, 6 h; hit rate 0.16% among 350,000; AID 588436, 2011; in the data active = activation mostly above about 9.7%, no sharp cut-off; inconclusive = no clear call, values can overlap the other calls; inactive = mostly below about 3.7%; note: not every result past the cut was called active; inactives centre near 0; reference of the scale not given here
DUSP3 inh – VHR1 phosphatase inhibitors, primary screen, biochemical, absorbance, uHTS. Dual specificity protein phosphatase 3 (Homo sapiens), P51452. recombinant VHR phosphatase, pNPP absorbance. inhibition, % at 13.3 µM. hit rate 0.52% among 290,000. AID 1654, 2009; in the data active = inhibition above about 50%; note: some compounds called inactive have numbers as strong as hits
Target sequence (P51452 whole entry, looked up): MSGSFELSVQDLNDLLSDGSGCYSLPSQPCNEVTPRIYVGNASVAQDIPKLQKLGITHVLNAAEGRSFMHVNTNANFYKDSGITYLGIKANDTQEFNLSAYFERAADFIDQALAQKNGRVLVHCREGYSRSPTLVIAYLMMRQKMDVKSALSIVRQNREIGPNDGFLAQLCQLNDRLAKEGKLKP
PfHsp40 yeast – rescue of yeast from PfHsp40 toxicity, primary screen, S. cerevisiae, ATP luminescence | AID 504582, 2011 | S. cerevisiae expressing PfHsp40, growth rescue | hit rate 0.68% among 340,000 | growth rescue, % at 12.5 µM; in the data active = growth rescue above about 28%, passing the limit was not always enough; inconclusive = no clear call, values can overlap the other calls;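 note: yeast W303a lacking pdr1 and pdr3 grown in galactose medium; growth measured after three days at 30 °C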
SSB-PriA inh – inhibitors of Klebsiella pneumoniae PriA binding to SSB C-terminal tail, primary screen, biochemical, AlphaScreen | PriA–SSB C-terminal tail interaction (Klebsiella pneumoniae) | AlphaScreen SSBct-PriA binding, biotinylated peptide | inhibition, % at 33 µM | hit rate 0.6% among 430,000; in the data active = inhibition mostly above about 37%, no sharp cut-off; inactive = mostly below about 20%;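 note: plate controls were negative control peptide for no effect and reference peptide for full effect; strong numbers were not always called active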
Yp Topo-I inh – Yersinia pestis topoisomerase I inhibitors, primary screen, biochemical, cleavage product accumulation, plate reader, single point; DNA topoisomerase I (Yersinia pestis CO92); hit rate 0.064% among 360,000; Y. pestis Topo-I cleavage product accumulation; AID 504884, 2011; activity, % at 10 µM; in the data active = activity above about 50%, passing the limit was not always enough; inconclusive = no clear call, values can overlap the other calls; note: inactives centre near 2
BoNT-A LC inh2 – BoNT/A light chain protease inhibitors, primary screen, biochemical, flow cytometry, MLPCN library. Botulinum neurotoxin type A light chain protease (Clostridium botulinum A str. ATCC 3502). multiplex microsphere protease substrate cleavage. inhibition, % at 10 µM. hit rate 0.17% among 360,000; note: plate controls were buffer without enzyme for full effect and enzyme alone for no effect
TcdB GH inh – TcdB glycohydrolase inhibitors, primary screen, biochemical, single point, plate reader. Toxin B (Clostridioides difficile), P18177. TcdB glycohydrolase enzymatic assay. inhibition, % at 9.99 µM. hit rate 0.24% among 350,000. AID 652162, 2013; in the data active = inhibition above about 10%
Anthrax LF inh2 – Bacillus anthracis LF protease inhibitors, primary screen, biochemical, multiplex microsphere, MLPCN library | hit rate 0.12% among 360,000 | inhibition, % at 10 µM | AID 588501, 2011 | Lethal factor (Bacillus anthracis), P15917 | multiplex microsphere protease cleavage assay; note: plate controls were buffer without enzyme for full effect and enzyme alone for no effect
Target sequence (P15917 whole entry, looked up): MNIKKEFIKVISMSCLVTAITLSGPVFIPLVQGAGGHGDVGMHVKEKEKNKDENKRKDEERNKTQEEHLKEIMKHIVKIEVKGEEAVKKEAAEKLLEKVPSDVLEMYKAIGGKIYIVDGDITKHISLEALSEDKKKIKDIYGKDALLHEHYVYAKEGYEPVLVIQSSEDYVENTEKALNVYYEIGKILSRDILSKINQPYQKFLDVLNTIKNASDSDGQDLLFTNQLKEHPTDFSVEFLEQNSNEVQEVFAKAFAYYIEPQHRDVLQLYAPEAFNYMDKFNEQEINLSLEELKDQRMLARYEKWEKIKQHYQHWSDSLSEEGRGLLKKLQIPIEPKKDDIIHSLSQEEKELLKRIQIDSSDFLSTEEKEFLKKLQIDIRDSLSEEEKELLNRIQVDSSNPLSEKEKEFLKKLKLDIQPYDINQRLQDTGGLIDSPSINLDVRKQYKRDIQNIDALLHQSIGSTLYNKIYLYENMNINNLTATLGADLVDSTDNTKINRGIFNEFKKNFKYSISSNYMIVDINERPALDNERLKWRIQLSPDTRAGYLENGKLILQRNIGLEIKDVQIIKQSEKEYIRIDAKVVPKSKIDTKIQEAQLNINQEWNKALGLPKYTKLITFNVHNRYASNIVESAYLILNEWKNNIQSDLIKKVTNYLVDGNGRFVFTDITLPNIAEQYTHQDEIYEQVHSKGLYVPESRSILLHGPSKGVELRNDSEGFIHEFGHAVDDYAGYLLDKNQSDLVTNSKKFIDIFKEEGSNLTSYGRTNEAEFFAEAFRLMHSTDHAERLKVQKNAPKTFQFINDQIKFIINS
SARS 3CLpro inh – SARS-CoV 3CLpro protease inhibitors, primary screen, biochemical, quenched FRET. Replicase polyprotein 1ab (Severe acute respiratory syndrome coronavirus), P0C6X7. inhibition, % at 6 µM. hit rate 0.14% among 290,000. recombinant SARS-CoV 3CLpro, quenched FRET peptide cleavage; in the data active = inhibition above about 12%
CCHF vOTU inh – CCHFV vOTU protease inhibitors, primary screen, biochemical, Pep-AMC substrate, fluorescence | inhibition, % at 11.5 µM | hit rate 0.55% among 370,000 | AID 651958, 2012; in the data active = inhibition above about 30%; note: 0% = vehicle wells with enzyme and 100% = no enzyme wells
Starred values were filed as active, the others as inactive; i = inactive; ? = inconclusive; . = not tested or not shown; & = joins results of further samples. Cut-off read from the data, not from the text of the source, unless noted: active = inhibition above about 30%; inconclusive = no clear call, values can overlap the other calls; inactive = below that. Not all compounds are listed; count on the stated rates, not on these rows.

SMILES	BH1578 lux ind	DUSP3 inh	PfHsp40 yeast	SSB-PriA inh	Yp Topo-I inh	BoNT-A LC inh2	TcdB GH inh	Anthrax LF inh2	SARS 3CLpro inh	CCHF vOTU inh
COCC(=O)N1CCN(c2cccc(Cl)c2)CC1	i	-15	-1.7	-7	3	-1.9	2.4	-1	0	12
Cc1cc(C)cc(C(O)c2ncc(-c3ccc4ccccc4c3)[nH]2)c1 (stereo not given)	i	.	.	.	-11	-0.4	1.3	-10	.	18
O=C(Nc1cccc(-n2cnnn2)c1)c1cccnc1	-0.2	17	0.6	1	-8	-0.2	-0.5	2	-2	8
O=C(NCC(c1ccco1)N1CCN(c2ccccc2)CC1)C(=O)NC1CCCCC1 (stereo not given)	-5.6	.	-1.6	-5	1	0.4	-0.2	-2	.	11
Cc1nc(C)c(-c2csc(Nc3ccc(O)cc3C)n2)s1	i	1	0.4	3	-1	-2.2	-0.2	-32	6	-6
O=C(NNc1ccccc1Br)C(=O)n1ccc2ccccc21	-0.3	11	0.1	-7	-8	-1.3	.	-1	-5	14
O[C@@H]1C[C@H](c2ccccc2)N(Cc2cccs2)C[C@H]1n1cc(C2CC2)nn1	-0.4	.	.	.	21	0.2	-1.1	-4	.	22
COc1cccc(NC(=O)C2(C)CCN2Cc2cccc(OC)c2F)c1 (stereo not given)	0.0	.	.	.	-8	0.5	0.3	4	.	-2
Cc1ccn2c(-c3csc(NCc4ccccc4)n3)c(C)nc2c1	i	29	0.7	18	24	-0.6	.	-9	-3	7
O=C(NCc1ccccn1)[C@@H]1CCCN1C(=O)[C@@H]1CCCN1	.	.	.	.	.	-1.2	2.6	-1	.	-4
CCN(CC)CC(O)Cn1c(C)c(-c2ccccc2)c2cc([N+](=O)[O-])ccc21 (stereo not given)	i	6	2.6	0	-3	-2.7	0.3	-13	-2	8
CCOC(=O)c1cn(CC#N)c2cc(F)c(F)cc2c1=O	-0.3	30	1.9	-13	-7	-1.2	3.4	-4	-1	18
O=C(NC1CCCCC1)C1CC(O)CN1C(=O)OCc1ccccc1 (stereo not given)	1.4	-4	0.1	0	-6	-0.4	.	0	4	-1
COc1ccc(C(=O)COC(=O)/C=C/c2ccccc2)c(OC)c1	-1.5	.	-0.6	-14	29	-1.7	0.1	2	.	5
O=C(NC(c1ccccc1)c1ccccc1)C1CCCN(S(=O)(=O)c2cnc[nH]2)C1 (stereo not given)	-0.2	12	-0.3	-2	1	-0.2	-0.8	-3	-2	1

Single entries from above.
Entry of Cc1cc(C)cc(C(O)c2ncc(-c3ccc4ccccc4c3)[nH]2)c1 (stereo not given) in TcdB GH inh: 1.3
Entry of O=C(NC1CCCCC1)C1CC(O)CN1C(=O)OCc1ccccc1 (stereo not given) in Anthrax LF inh2: 0

The results go on:
SMILES	BH1578 lux ind	DUSP3 inh	PfHsp40 yeast	SSB-PriA inh	Yp Topo-I inh	BoNT-A LC inh2	TcdB GH inh	Anthrax LF inh2	SARS 3CLpro inh	CCHF vOTU inh
Cc1nc(CN2CCN(C(=O)c3ccc(C(C)(C)C)cc3)CC2)cs1	-0.3	12	-0.4	4	27	-1.0	1.2	-1	0	-5
Cc1nc2nc[nH]n2c(=O)c1NC(=O)CC12CC3CC(CC(C3)C1)C2	1.0&-7.1	5&21	-1.0&0.0	-3	3&2	0.3&0.6	-0.4	2&3	0&0	10&-5
Cc1ccc2cc(C)c3nnc(SCc4ccc(C(=O)O)cc4)n3c2c1C	-0.2	13	-0.6	-4	1	.	0.7	.	2	14
CC[C@H](C)[C@@H](C(=O)NCCCCCCCCCCC(=O)N1CCN(C(=O)OC(C)(C)C)CC1)n1cc(CCCCCNC(=O)OC(C)(C)C)nn1	i	.	6.2	-1	0	0.3	1.0	-10	.	14
Cc1ccc(S(=O)(=O)Nc2cc(-c3ccc(Cl)cc3)nn2C)cc1	-0.7	20	.	3	5	-6.4	-1.9	?	5	-2
CC1CN(c2cc(=O)n(-c3ccccc3)c(=O)[nH]2)CC(C)O1 (stereo not given)	-0.1	1	-1.7	-8	3	-0.4	-0.3	4	5	-4
COc1ccc(S(=O)(=O)n2nc(C)c(S(=O)(=O)N3CCOCC3)c2C)cc1	-0.1	-2	0.4	-2	-1	8.0	1.8	2	3	4
CN(C)c1cc[n+](Cc2ccccc2)cc1	-1.5	24	0.5	4	-6	-0.7	.	0	-1	4
Cc1ccc(Nc2nnc(-c3ccccc3N)o2)cc1C	-0.7	17	-1.6	-2	2	.	1.9	.	5	-42
COc1ccc(-n2c(O)c(C(C)=Nc3ccc4c(c3)CCC4)c(=O)[nH]c2=O)cc1	i	13	.	-5	5	-0.2	1.1	-6	0	-6
Cc1nc2nc3c(c(=O)n2[nH]1)CCC3	-0.7	-4	-0.6	-16	4	0.6	.	1	-6	-2
COCCCNc1nc(CC(C)C)nc2c1nnn2Cc1ccccc1	0.8	8	-0.1	-9	13	6.6	-3.1	-22	-2	11
COc1ccccc1CCNS(=O)(=O)c1cn(C)nc1C	i	4	-1.1	1&-8	5	.	0.6	.	-1	8
CC(C)/C=C1\CCc2c([nH]c3ccccc23)C1=O	0.8	26	2.7	4	9	0.3	-0.8	7	5	7
Cc1cc(C)c(S(=O)(=O)N2CC=C(c3ccccc3)CC2)c(C)c1	i	.	-0.2	-5	34	2.4	3.0	0	.	3

New compounds follow
SMILES	BH1578 lux ind	DUSP3 inh	PfHsp40 yeast	SSB-PriA inh	Yp Topo-I inh	BoNT-A LC inh2	TcdB GH inh	Anthrax LF inh2	SARS 3CLpro inh	CCHF vOTU inh
O=C1[C@H]2[C@@H](c3ccc(F)cc3)N3C(=O)N(c4cccc(F)c4)C(=O)[C@@]3(Cc3ccccc3)[C@H]2C(=O)N1C1CCCCC1	i	.	0.4	-11	3	-0.3	0.6	-4	.	4
COc1ccc(C2C(C(=O)Nc3ccccc3)=C(C)N=C3SCC(=O)N32)cc1 (stereo not given)	.	4	0.2	-7	-9	1.1	.	2	-3	1
COc1ccccc1NC(=S)NC(=O)/C=C/c1ccco1	0.2	-7	3.6	-4	-7	0.1	.	-1	-2	6
COc1ccc(Nc2nc(C(=O)NCCCN3CCOCC3)cs2)cc1	4.2	-7	-0.3	-12	5	-1.1	.	0	-6	-7
Cc1ccc(NC(=O)c2cc3cccc([N+](=O)[O-])c3[nH]2)cc1	-0.4	17	1.7	5	-8	0.3	1.0	-4	-4	12
O=S(=O)(Nc1ccccc1OC(F)F)c1ccc(S(=O)(=O)N2CCCC2)cc1	i	.	0.2	-12	-2	-2.0	-2.0	8	.	3
Cc1cc(Nc2ccc(Cl)cc2)nc(-c2ccccc2O)n1	0.9	-10	72*	5	-1	2.3	-0.1	0	-2	-19
NS(=O)(=O)c1ccc(CCNC/C=C/c2ccccc2)cc1	i	1	0.6	-6	-3	-4.7	1.5	-11	-5	4
CCN(CC)C(=O)COc1ccc(/C(C)=N/NC(=O)c2ccccc2O)cc1	-1.7	26	2.3	.	-3	-0.1	-2.7	-3	6	11
CCc1nnc(NC(=O)C2CCN(C(=O)NC3CCCCC3)CC2)s1	i	20	-1.3	-8	2	0.1	.	6	5	0
CCN(CC)S(=O)(=O)c1ccc2c(c1)N(CC(=O)NCc1ccco1)C(=O)CO2	-0.2	12	0.0	-5	3	1.6	0.5	-5	3	1
Cc1cc(C)cc(N2CC(C)(C)C2=O)c1	i	19	-0.6	-9	8	0.8	0.7	-2	4	5
COc1ccccc1Cc1c(-c2ccc(C)cc2)nc2c(C)cc(Br)cn12	.	.	.	.	.	-0.1	-10	0	.	20
CSc1sc(C(=O)NN)c2c1C1(CCC2)SCCS1	-0.2	14	0.2	-1	3	3.0	0.7	?	-2	4
COc1cc(/C=C/C(=O)c2c(O)ccc3c(C)cc(=O)oc23)ccc1O	5.6	14	0.2	-7	-1	-0.2	.	-2	-13	7

Next section.
SMILES	BH1578 lux ind	DUSP3 inh	PfHsp40 yeast	SSB-PriA inh	Yp Topo-I inh	BoNT-A LC inh2	TcdB GH inh	Anthrax LF inh2	SARS 3CLpro inh	CCHF vOTU inh
Cc1ccc(S(=O)(=O)c2ccc(Cl)cc2)cc1S(N)(=O)=O	2.9	2	0.9	-21	6	-3.0	0.7	-3	-3	1
O=C(c1ccco1)N1CCN(C(c2ccc(F)cc2)c2nnnn2CC2CCCO2)CC1 (stereo not given)	i	-2	-0.8	-6	1	-0.7	.	-2	2	7
O=C(CCC(=O)N1CCN(S(=O)(=O)c2ccccc2)CC1)c1cccs1	i	-12	-1.1	-35	3	?	.	-1	3	-1
Cc1ccc(F)cc1C(=O)N1CCCC(c2cc(C(=O)NCc3ccccc3)no2)C1 (stereo not given)	-1.2	.	.	.	-6	-0.1	0.3	-1	.	-3
Cc1ccccc1C1NC(=O)Cc2ccccc21 (stereo not given)	i	-16	-0.3	-7	-2	0.0	.	-5	-4	-3
CCOC(=O)[C@H]1[C@H]2COc3ccccc3[C@@H]2N2C(=O)CNC(=O)[C@@]12C	0.3	.	0.8	-11	-1	0.0	0.2	-4	.	21
COCCNC(=O)C1(C)CCN(Cc2ccc(C(C)C)cc2)C1 (stereo not given)	-1.2	.	.	.	-4	-0.5	-1.4	-1	.	-17
Cc1ccc(N(C(=O)c2snc(C(N)=O)c2N)C(C(=O)NC2CCCC2)c2ccc(C)o2)cc1 (stereo not given)	-0.2	-14	0.3	7	24	-1.4	0.7	-2	4	7
COc1ccc(C[C@H]2CN3C(=NC[C@@H]3Cc3ccc(O)cc3)N2C[C@H](C)NC(=O)CCC2CCCCC2)cc1	i	3	0.2	9	-10	-1.0	0.5	-10	.	4
CCOc1ccc(N(CC(=O)Nc2ccc(Br)cc2)S(C)(=O)=O)cc1	-0.4	-4	0.8	-27	2	.	0.6	.	1	4
CCOc1ccc(/C=N/NC(=O)c2cccc3ccccc23)c(OCC)c1	0.4	14	-0.3	.	0	-3.7	0.1	-10	3	-15
O=C(NCCC(=O)N1CCN(c2ccccc2F)CC1)c1ccco1	i	.	0.4	-16	1	.	1.8	.	.	0
CCOc1ncccc1C(=O)N1CCN(c2ccc(C(F)(F)F)cn2)CC1	i	26	-1.3	1	-12	0.4	0.4	-3	1	11
CCCCc1nnc(NC(=O)CCSc2ccccc2)s1	-6.2	24	0.5	-21	6	-1.0	.	-9	2	-9
Cc1cccc(OC(C)C(=O)N(Cc2cccs2)C2CCS(=O)(=O)C2)c1C (stereo not given)	-0.3	-8	2.4	-4	19	-0.9	.	-11	3	6
O=C(Cn1nc(-c2cccs2)ccc1=O)Nc1ccc(Br)cc1	i	25	0.2	9	-4	-0.3	1.4	7	2	6
CC(=O)N1c2ccc(S(=O)(=O)NCC3CCC(C(=O)N4CCCCC4)CC3)cc2CC1C (stereo not given)	-3.1	11	-1.4	-19	20	-0.4	1.2	-1	-2	4
CSc1nc2ccc(NC(=O)C3=NN(c4ccccc4)C(=O)CC3)cc2s1	-0.4	13	1.1	7	3	0.6	1.4	2	-1	-1
